OX1R antag-1 – human HCRTR1 antagonism; CHO/OX1R cells, Fluo-8 calcium fluorescence, orexin A; inhibition, % at 5 µM; AID 434989; O43613; 0.43% of 330,000 active;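 active = inhibition above its plate's threshold, mean inhibition of all tested compounds on the plate plus 3 SD, cut at about 37% in these data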;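 note: 0% = orexin A challenge wells and 100% = SB-334867-A antagonist wells; not every result past the cut was called active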
Target sequence (O43613 whole entry, looked up): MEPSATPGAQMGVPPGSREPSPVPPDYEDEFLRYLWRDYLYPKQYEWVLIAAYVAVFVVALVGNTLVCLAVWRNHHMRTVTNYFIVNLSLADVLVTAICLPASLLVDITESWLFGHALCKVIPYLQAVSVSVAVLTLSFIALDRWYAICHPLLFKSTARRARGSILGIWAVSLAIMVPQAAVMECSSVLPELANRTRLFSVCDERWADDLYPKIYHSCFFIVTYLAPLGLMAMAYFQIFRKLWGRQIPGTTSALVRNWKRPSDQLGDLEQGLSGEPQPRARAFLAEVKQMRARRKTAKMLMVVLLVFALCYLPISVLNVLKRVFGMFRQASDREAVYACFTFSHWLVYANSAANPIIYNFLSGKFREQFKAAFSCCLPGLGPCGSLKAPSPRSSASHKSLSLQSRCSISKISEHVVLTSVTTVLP
CHT PAM – human CHT allosteric activation | CHT-expressing cells, membrane potential dye, choline EC20; hits give high values; LV-AA mutant CHT in HEK293 cells | B-score at 10 µM | 0.49% of 310,000 active;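 active = initial fluorescence not abnormally high and integrated response B-score, plate-corrected, over 3 SD above library mean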
Target sequence (Q9GZV3 whole entry, looked up): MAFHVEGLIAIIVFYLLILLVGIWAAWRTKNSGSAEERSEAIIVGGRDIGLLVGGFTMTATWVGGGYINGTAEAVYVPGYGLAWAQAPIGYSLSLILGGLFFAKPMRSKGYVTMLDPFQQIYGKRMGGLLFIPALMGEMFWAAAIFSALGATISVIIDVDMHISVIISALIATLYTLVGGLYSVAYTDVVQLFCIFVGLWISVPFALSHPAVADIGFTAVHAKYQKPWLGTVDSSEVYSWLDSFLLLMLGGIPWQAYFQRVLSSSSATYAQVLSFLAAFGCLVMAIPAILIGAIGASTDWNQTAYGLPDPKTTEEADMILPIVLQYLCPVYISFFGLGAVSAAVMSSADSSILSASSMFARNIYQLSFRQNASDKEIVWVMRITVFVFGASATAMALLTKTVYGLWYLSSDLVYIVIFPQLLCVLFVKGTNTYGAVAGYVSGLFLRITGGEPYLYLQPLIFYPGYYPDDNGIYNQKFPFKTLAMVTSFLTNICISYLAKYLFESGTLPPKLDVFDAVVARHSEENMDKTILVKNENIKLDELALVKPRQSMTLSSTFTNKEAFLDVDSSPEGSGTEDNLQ
OX1R antag-2 – antagonists of human orexin 1 receptor (OX1R) | O43613 | OX1R-expressing cells, FRET antagonist read-out | inhibition, % at 6.6 µM | 1.8% of 330,000 active | AID 485270; in the data active = inhibition mostly above about 38%, no sharp cut-off; inactive = mostly below about 40%;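 note: 0% = agonist challenge alone and 100% = reference antagonist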
Numbers without * were called inactive; i = inactive; / = not tested or not shown.

| structure | CHT PAM | OX1R antag-2 | OX1R antag-1 |
| --- | --- | --- | --- |
| COc1ccc(C2(c3ccc(OC)cc3)NC(=O)N(CC(=O)Nc3cc(C)on3)C2=O)cc1 | / | 14 | -14 |
| N/C(Cc1ccc([N+](=O)[O-])cc1)=N\OC(=O)CC1CCCCC1 | i | 4 | -11 |
| CC(C)(C)c1ccc(S(=O)(=O)N2CCC(CO)(CC3CCCCO3)CC2)cc1 (stereo unspecified) | i | 3 | -4 |
| Cc1ccc(S(=O)(=O)N2CCN(CC(=O)Nc3ccc(N4CCOCC4)cc3)CC2)cc1C | i | 4 | -6 |
| COc1ccc(N2C(=O)C3CCCN3C2=S)cc1 (stereo unspecified) | i | 2 | -11 |
| C=CCOc1ccccc1CN1CCCN(C)CC1 | i | 7 | -7 |
| O=C(Nc1ccccc1C(F)(F)F)c1cc(-c2ccc(O)cc2)on1 | i | 16 | 22 |
| COc1ccccc1Nc1nc(N)nc(CN2CCN(Cc3ccccc3)CC2)n1 | i | 16 | -18 |
| COc1ccc(N2CC(C(=O)N/N=C/c3cccs3)CC2=O)cc1 (stereo unspecified) | i | 28 | -10 |
| CC(C)OCC1CC(CC(=O)NC(=S)Nc2cccc([N+](=O)[O-])c2)C(=O)O1 (stereo unspecified) | i | 17 | -41 |
| CC(C)CCNC(=O)Cn1c(NCCC(C)C)nc2c1c(=O)n(C)c(=O)n2C | i | 12 | -24 |
| CN(C)S(=O)(=O)N1CCN(C(=O)c2cccc(Br)c2)CC1 | i | 10 | -19 |
| COc1ccc(-n2c(C)nc3c(cnn3-c3ccc(Cl)cc3)c2=O)cc1 | i | 35 | 19 |
| Cc1ccc(NC(=O)C2CCN(C(=O)NCc3ccccc3)CC2)cc1C | i | 0 | -24 |
| CCOc1ccc(S(=O)(=O)N2CCC(C(=O)NCCc3ccccc3)CC2)cc1 | i | 4 | -2 |
| COc1ccc(-c2oc(=O)c3cc(OC)c(OC)cc3c2C#CC2(O)CCCCC2)cc1 | / | 7 | -21 |
| COc1cccc(C(=O)CC(=O)C(=O)Nc2cc(Cl)c(OC)cc2OC)c1 | i | 3 | -29 |
| CC1CCc2c(sc3nc(CN4CCN(S(=O)(=O)c5ccccc5[N+](=O)[O-])CC4)[nH]c(=O)c23)C1 (stereo unspecified) | i | 13 | -23 |
| CCn1cc(C(=O)N[C@@H](C)C(=O)NCCCn2ccnc2)c(=O)c2cc3c(cc21)OCO3 | i | 11 | -2 |
| COc1ccc(OC)c(NC(=O)CCNC(=O)c2ccco2)c1 | i | 23 | -10 |

Gathered by group, the entries above containing a nitro group on carbon (3)
| structure | CHT PAM | OX1R antag-2 | OX1R antag-1 |
| --- | --- | --- | --- |
| N/C(Cc1ccc([N+](=O)[O-])cc1)=N\OC(=O)CC1CCCCC1 | i | 4 | -11 |
| CC(C)OCC1CC(CC(=O)NC(=S)Nc2cccc([N+](=O)[O-])c2)C(=O)O1 (stereo unspecified) | i | 17 | -41 |
| CC1CCc2c(sc3nc(CN4CCN(S(=O)(=O)c5ccccc5[N+](=O)[O-])CC4)[nH]c(=O)c23)C1 (stereo unspecified) | i | 13 | -23 |

Five entries already listed, ordered by the number in OX1R antag-2, ascending.
canonical_smiles	OX1R antag-2	OX1R antag-1
CC(C)(C)c1ccc(S(=O)(=O)N2CCC(CO)(CC3CCCCO3)CC2)cc1 (stereo unspecified)	3	-4
CCOc1ccc(S(=O)(=O)N2CCC(C(=O)NCCc3ccccc3)CC2)cc1	4	-2
COc1ccc(C2(c3ccc(OC)cc3)NC(=O)N(CC(=O)Nc3cc(C)on3)C2=O)cc1	14	-14
COc1ccccc1Nc1nc(N)nc(CN2CCN(Cc3ccccc3)CC2)n1	16	-18
COc1ccc(-n2c(C)nc3c(cnn3-c3ccc(Cl)cc3)c2=O)cc1	35	19

Carrying on.
| structure | CHT PAM | OX1R antag-2 | OX1R antag-1 |
| --- | --- | --- | --- |
| O=C(CN(c1cccc(Br)c1)S(=O)(=O)c1ccccc1)N/N=C/c1cc([N+](=O)[O-])ccc1O | i | 32 | -32 |
| Cc1cc(C)cc(NC(=O)N(CCC#N)Cc2cccs2)c1 | i | 30 | -6 |
| COc1ccc(-n2c(C)cc(-c3csc(NC(=O)c4ccc(S(=O)(=O)N(C)C)cc4)n3)c2C)cc1 | i | 31 | 19 |
| O=C(COC(=O)CCSc1ccccc1)NCc1ccc(F)cc1 | i | 6 | -4 |
| O=S(=O)(c1ccccc1)c1nc(-c2ccco2)oc1Nc1ccccc1 | i | 16 | -33 |
| Cc1ccc(-c2cc(C(=O)Nc3c(C)n(C)n(-c4ccccc4)c3=O)no2)cc1 | i | 32 | -7 |
| Nc1c(N=O)c(=O)[nH]c(=O)n1-c1ccccc1 | i | 30 | -2 |
| O=Cc1cccn1-c1ccccc1 | i | 14 | 0 |
| CCn1cc(CN2CCC(Oc3ccc(C(=O)N4CCCCC4)cc3)CC2)cn1 | i | 13 | -10 |
| O=C(COC(=O)c1cccc(S(=O)(=O)N2CCOCC2)c1)NCCc1ccccc1 | i | 18 | -24 |
| O=C(CSc1nnnn1-c1cccc2c1CCCC2)N1CCOCC1 | i | 21 | -13 |
| CCOC(=O)CCCCC(=O)NC(CO)C(=O)NC (stereo unspecified) | i | 2 | -10 |
| NNC(=O)c1cccc(O)c1 | i | 1 | 24 |
| CCCSc1nc2c3c(sc2c(=O)[nH]1)CC(C)(CC)OC3 (stereo unspecified) | i | 11 | -22 |
| COc1ccc(CCNC(=O)c2ccc(Cl)c(S(=O)(=O)N3CCCCCC3)c2)cc1 | / | 15 | 46* |
| CCN(CC)CCOCCOC(=O)C(CC)(CC)c1ccccc1 | i | 36 | -4 |
| C=CCN1C(=Nc2ccccc2)SC/C1=C\C(=O)OC | i | 4 | -4 |
| O=C(CS(=O)(=O)Cc1ccccc1)NCc1ccco1 | i | 5 | -10 |
| Cc1ccc(/C=C/C(=O)Nc2nnc(SCc3ccc(C#N)cc3)s2)o1 | i | 10 | -15 |
| Cc1ccc2c(CC(=O)N(C)c3c(N)n(Cc4ccccc4)c(=O)[nH]c3=O)coc2c1 | i | 18 | -28 |
| COCCOc1cc(N(CC(=O)N(C)C)S(=O)(=O)c2ccccc2)c(Cl)cc1Cl | i | 42 | -15 |
| Cc1nc2ccc(NC(=S)N3CCCC3)cc2nc1C | i | 6 | -13 |
| CN(C)C(=O)COc1ncnc2sc(-c3ccccc3)cc12 | i | 0 | -15 |
| Cc1ccc(-n2cc[nH]c2=S)cc1C | i | 11 | 5 |
| C/C=C\C=C\C(=O)Nc1cccc(C2=NOC3(C2)C[C@@H](C(N)=O)N(C(=O)C(c2ccccc2)c2ccccc2)C3)c1 (stereo partly specified) | i | 26 | -14 |
| N#Cc1cccc(NC(=O)COC(=O)c2ccccc2Sc2ccccc2C#N)c1 | i | 22 | -11 |
| N#Cc1ccc(Cl)cc1NC(=O)COC(=O)c1ccc2c(c1)OCCO2 | i | 12 | -10 |
| CC1(C)CC(=O)C(C(=S)Nc2ccc(F)cc2)=C(NCCN2CCOCC2)C1 | i | 3 | 6 |
| COc1cccc(Cn2cc(C(=O)NCCN(C)C)nn2)c1 | i | 7 | -15 |
| COC(=O)[C@]1(Cc2ccccc2)N[C@H](CN(C)C(=O)c2ccc(F)cc2)[C@@H]2C(=O)N(Cc3ccccc3)C(=O)[C@@H]21 | / | 7 | -16 |
| COc1cc(-c2nc(-c3ccncc3)no2)cc(OC)c1OC | i | 1 | -15 |
| Cc1cc(=O)oc2cc(OCc3cc4c(cc3Cl)OCO4)ccc12 | i | 21 | -12 |
| Cc1cc(C)c(OCC(=O)OC(C)C(=O)NC2CC2)c(C)c1 (stereo unspecified) | i | 23 | 4 |
| CS(=O)(=O)c1ccc2nc(NC(=O)CCS(=O)(=O)c3ccccc3)sc2c1 | i | 2 | -12 |
| CN1C(=O)CC(C(=O)Nc2ccccc2F)SC1=Nc1ccc2c(c1)OCO2 (stereo unspecified) | i | 12 | -20 |
| Nc1nccnc1C(=O)OCC(=O)N1CCN(S(=O)(=O)c2ccc(Cl)cc2)CC1 | i | 35 | -12 |
| O=C(COC(=O)CNC(=O)c1cccc([N+](=O)[O-])c1)Nc1ccccc1OC(F)F | i | 29 | -14 |
| CCOC(=O)N1CCN(C(=O)c2cccn3c(=O)c4c5c(sc4nc23)CCCC5)CC1 | i | 7 | -23 |
| COc1cc(/C=C/C(O)=C/C(=O)/C=C/c2ccc(O)cc2)ccc1O | / | 4 | 48 |
| CCN(C(=O)CN1CCN(c2ccccc2O)CC1)c1c(N)n(Cc2ccccc2)c(=O)[nH]c1=O | i | 2 | -13 |

Two consecutive entries out of the list so far, for reference:
| structure | CHT PAM | OX1R antag-2 | OX1R antag-1 |
| --- | --- | --- | --- |
| COCCOc1cc(N(CC(=O)N(C)C)S(=O)(=O)c2ccccc2)c(Cl)cc1Cl | i | 42 | -15 |
| Cc1nc2ccc(NC(=S)N3CCCC3)cc2nc1C | i | 6 | -13 |

Carrying on:
| structure | CHT PAM | OX1R antag-2 | OX1R antag-1 |
| --- | --- | --- | --- |
| CCO[C@H]1OC(C(=O)NC2CC2)=C[C@@H](c2ccccc2)[C@@H]1CCCO | i | 15 | -14 |
| O=C(NC(NC(=S)Nc1ccc(Cl)cc1)C(Cl)(Cl)Cl)c1ccco1 (stereo unspecified) | i | 22 | -1 |
| COc1cc(/C=C/C(=O)OCC(=O)N2CCC(Cc3ccccc3)CC2)ccc1O | i | 5 | -25 |
| CCC(CC)C(=O)N1CCCC(c2nc(-c3cccs3)no2)C1 (stereo unspecified) | i | 20 | -33 |
| O=C(CSc1ncnc2nc[nH]c12)c1ccc(Cl)cc1 | i | 10 | -12 |
| O=C(CN1C(=O)C(=O)N(C2CCCC2)C1=O)Nc1ccccc1OC(F)F | / | 3 | -24 |
| O=C(CS(=O)(=O)c1cn(Cc2cccc(F)c2)c2ccccc12)N1CCOCC1 | i | 27 | -11 |
| COc1ccc(CC(=O)Nc2nc(C(C)(C)C)cs2)cc1 | i | 20 | -33 |
| CN1CCN(NC(=O)CN2C(=O)S/C(=C\c3c(Cl)cccc3Cl)C2=O)CC1 | i | 15 | -18 |
| CC(C)C[C@H](NC(=O)CCn1nnc2ccccc2c1=O)C(=O)O | i | 7 | -16 |
| Cc1cccc(N2C(=O)C(CC(=O)Nc3cccc(F)c3)N(CCc3ccncc3)C2=O)c1 (stereo unspecified) | i | 8 | -22 |
| CCN(CC)C(=O)c1[nH]cnc1C(=O)N[C@@H](CC(C)C)C(=O)OC(C)(C)C | i | 8 | -23 |
| O=C(Cc1nnc(NC(=O)Nc2ccc(F)cc2)s1)Nc1ccccc1 | i | 7 | 6 |
| COc1ccc2cc(C(c3nnnn3CCc3ccccc3)N3CCC(O)CC3)c(=O)[nH]c2c1 (stereo unspecified) | i | 6 | -12 |
| Cc1cccc(-n2nnc(C(=O)NCc3ccco3)c2N)c1 | i | 7 | -24 |
| CCOc1ccc(NC(=S)NCCCN2CCN(C3CCCCC3)CC2)cc1 | i | 10 | -9 |
| COc1ccc(-c2cc(C(F)(F)F)nc(SCCC(=O)N3CCN4CCCC4C3)n2)cc1 (stereo unspecified) | i | 19 | -19 |
| COc1ccc(-n2c(=O)c3c4c(sc3n(CC(=O)NCC3CCCO3)c2=O)CCCC4)c(OC)c1 (stereo unspecified) | i | 11 | -20 |
| O=[N+]([O-])c1cccc(-c2cc3cccc[n+]3cc2-c2cccc([N+](=O)[O-])c2)c1 | 14* | 39 | -5 |
| O=C(CSc1nc2ccccc2c(=O)[nH]1)c1cccs1 | i | 8 | -14 |

The last 6 records of the part above open the next one:
| structure | CHT PAM | OX1R antag-2 | OX1R antag-1 |
| --- | --- | --- | --- |
| Cc1cccc(-n2nnc(C(=O)NCc3ccco3)c2N)c1 | i | 7 | -24 |
| CCOc1ccc(NC(=S)NCCCN2CCN(C3CCCCC3)CC2)cc1 | i | 10 | -9 |
| COc1ccc(-c2cc(C(F)(F)F)nc(SCCC(=O)N3CCN4CCCC4C3)n2)cc1 (stereo unspecified) | i | 19 | -19 |
| COc1ccc(-n2c(=O)c3c4c(sc3n(CC(=O)NCC3CCCO3)c2=O)CCCC4)c(OC)c1 (stereo unspecified) | i | 11 | -20 |
| O=[N+]([O-])c1cccc(-c2cc3cccc[n+]3cc2-c2cccc([N+](=O)[O-])c2)c1 | 14* | 39 | -5 |
| O=C(CSc1nc2ccccc2c(=O)[nH]1)c1cccs1 | i | 8 | -14 |
| O=C(COC(=O)CCC1CCCC1)Nc1nc2c(F)c(F)c(F)cc2s1 | i | 18 | -16 |
| CC(=O)COC(=O)c1ccc2noc(-c3ccccc3)c2c1 | i | 17 | -12 |
| CCN1CCN(c2cc(C)c3cc(NC(=O)CCC(=O)Nc4ccc(OC)cc4OC)ccc3n2)CC1 | i | 7 | -17 |
| Cc1sccc1C1C(C#N)=C(N)SC(N)=C1C#N | i | 29 | 1 |
| COc1ccccc1[C@@H]1C(c2cccc(C)c2)=NN(c2ccc(Br)cc2)[C@H]1C(=O)N1CCOC1=O | / | 3 | 9 |
| CCCn1nc(C(=O)N2CCCc3ccccc32)c2ccccc2c1=O | i | 23 | -8 |
| Cc1onc(-c2ccccc2)c1C(=O)N1CCN(c2ncccc2C(F)(F)F)CC1 | i | -9 | -36 |
| Oc1ccc(N=Nc2ccccc2)cc1 | i | 14 | -16 |
| O=C(Nc1cccc2ccccc12)N(CCO)C1CCS(=O)(=O)C1 (stereo unspecified) | i | 17 | 0 |

Screens: PubChem BioAssay, several laboratories
